# Screens (PubChem BioAssay)
# GPR151 ag – activators of human GPR151; Q8TDV0; PathHunter beta-arrestin GPR151 cells, luminescence; activation, % at 11.2 µM; hit rate 1% among 650,000; AID 1508602; in the data active = activation above about 4.9%;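 also: 0% = median of compound wells and 100% = cells with positive control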
# Target sequence (Q8TDV0 whole entry, looked up): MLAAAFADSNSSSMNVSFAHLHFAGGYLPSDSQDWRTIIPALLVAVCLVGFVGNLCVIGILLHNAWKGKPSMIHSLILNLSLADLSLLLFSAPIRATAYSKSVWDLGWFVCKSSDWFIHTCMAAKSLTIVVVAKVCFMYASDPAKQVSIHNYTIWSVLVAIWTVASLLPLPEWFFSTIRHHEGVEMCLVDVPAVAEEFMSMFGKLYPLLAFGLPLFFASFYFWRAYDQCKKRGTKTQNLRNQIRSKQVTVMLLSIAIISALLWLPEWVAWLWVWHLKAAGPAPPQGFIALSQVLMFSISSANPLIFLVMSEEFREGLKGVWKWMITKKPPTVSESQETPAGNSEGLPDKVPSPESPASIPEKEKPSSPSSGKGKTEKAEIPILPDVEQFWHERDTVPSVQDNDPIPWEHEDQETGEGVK
# TEAD-YAP block – TEAD-YAP interaction inhibition; hit rate 1.4% among 640,000; inhibition, % at 9.12 µM; HEK-TIYL cells, TEAD-Gal4/YAP UAS-luciferase luminescence; in the data active = inhibition above about 32%;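 also: 0% = median of test compound wells and 100% = reference inhibitor wells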
# MITF inh – human MITF inhibition, primary screen; AlphaScreen MITF homodimerization, bead proximity signal; inhibition, % at 2.6 µM; AID 1259374; O75030; hit rate 0.91% among 650,000; in the data active = inhibition above about 50%;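 also: 0% = vehicle wells with protein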
# Target sequence (O75030 whole entry, looked up): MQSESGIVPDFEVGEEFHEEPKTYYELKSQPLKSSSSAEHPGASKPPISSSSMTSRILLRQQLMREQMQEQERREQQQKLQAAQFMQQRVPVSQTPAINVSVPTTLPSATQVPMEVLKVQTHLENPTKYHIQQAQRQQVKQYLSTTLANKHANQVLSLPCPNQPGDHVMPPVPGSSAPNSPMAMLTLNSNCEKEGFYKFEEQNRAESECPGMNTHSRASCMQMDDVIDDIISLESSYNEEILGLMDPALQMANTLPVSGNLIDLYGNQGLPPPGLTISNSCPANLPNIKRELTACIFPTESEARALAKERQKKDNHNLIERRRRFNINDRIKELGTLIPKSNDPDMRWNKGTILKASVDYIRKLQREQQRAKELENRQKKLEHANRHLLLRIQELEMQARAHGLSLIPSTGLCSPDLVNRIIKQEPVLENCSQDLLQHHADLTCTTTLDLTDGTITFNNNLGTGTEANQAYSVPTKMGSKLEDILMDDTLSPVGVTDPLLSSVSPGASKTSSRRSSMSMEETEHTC
# FBW7 act – activators of human E3 ligase FBW7; AlphaScreen FBW7–phospho-cyclin E peptide binding, activator screen; normalized activity (activation), % at 26.1 µM; hit rate 0.13% among 650,000; AID 1259310; in the data active = normalized activity above about 1.9%;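 also: purified mutant Fbw7 with reduced substrate affinity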
# An asterisk follows results filed as active.
1) O=C(Cc1cn(-c2ccc(NCCN3CCOCC3)nn2)c2ccccc12)NCCCN1CCCC1=O
2) Nc1nc(Nc2ccccc2)cc(-c2ccccc2)n1
3) CCCCCn1c(SCc2cccc([N+](=O)[O-])c2)nc2cc(C(=O)N3CCCC3)ccc2c1=O
4) NC(=O)c1c(NC(=O)CCN2C(=O)c3cccc([N+](=O)[O-])c3C2=O)sc2c1CCCC2
5) O=C(O)c1ccc2c(=O)n(-c3ccc(Oc4ccccc4)cc3)c(=S)[nH]c2c1
6) Cc1ccn(CC(=O)N2CCC(n3nccc3NC(=O)CCOc3ccccc3)CC2)n1
7) CCC1CCCCN1S(=O)(=O)c1ccc2c(c1)oc(=O)n2C (stereo not given)
8) Cc1ccccc1NCC(=O)N/N=C\C=C\c1ccc(Br)cc1

assay / compound	1	2	3	4	5	6	7	8
GPR151 ag	0.8	-1.1	0.9	1.1	1.3	-0.8	1.8	2.2
TEAD-YAP block	-3.5	2.4	6.5	0.5	4.6	-16.3	-1.9	1.6
MITF inh	58.8*	5.1	-9.5	-0.6	36.5	-1.9	-4.1	16.1
FBW7 act	0.1	-0.1	-0.2	-0.1	0.0	0.2	0.0	0.2

9) O=c1oc2ccc3ccccc3c2cc1-c1nnc(Nc2cc(C(F)(F)F)ccc2Cl)s1
10) O=C(COC(=O)c1cc(=O)c2ccccc2o1)NN(c1ccccc1)c1ccccc1
11) COc1ccc(S(=O)(=O)N2CCc3ccccc32)cc1C(=O)OCc1c(C)noc1C
12) COc1ccc(C2Oc3ccccc3C3=C2C(c2ccc(C)cc2)n2ncnc2N3)cc1 (stereo not given)
13) COc1cccc(C2CC(=O)NC(SCC(N)=O)=C2C#N)c1 (stereo not given)
14) CC(C)c1nnc(NC(=O)CC(NC(=O)c2ccccc2)c2ccccc2)s1 (stereo not given)
15) CC1=C/C(=N\Nc2ccccc2[N+](=O)[O-])CC(C)(C)C1
16) O=C(CN1C(=O)c2ccccc2C1=O)Nc1ccc(-c2nc3ccccc3o2)cc1

assay / compound	9	10	11	12	13	14	15	16
GPR151 ag	2.5	-1.0	-0.1	-0.6	-0.7	-0.6	0.7	0.1
TEAD-YAP block	1.8	2.1	-7.1	-4.7	-4.9	-6.1	0.9	-17.4
MITF inh	2.9	14.8	11.3	15.1	-2.5	-6.7	4.9	15.4
FBW7 act	-0.1	0.0	0.5	0.1	-0.1	-0.2	-0.3	0.1

# 10 entries from above, sorted by SMILES length, rising.
8) Cc1ccccc1NCC(=O)N/N=C\C=C\c1ccc(Br)cc1
7) CCC1CCCCN1S(=O)(=O)c1ccc2c(c1)oc(=O)n2C (stereo not given)
15) CC1=C/C(=N\Nc2ccccc2[N+](=O)[O-])CC(C)(C)C1
14) CC(C)c1nnc(NC(=O)CC(NC(=O)c2ccccc2)c2ccccc2)s1 (stereo not given)
10) O=C(COC(=O)c1cc(=O)c2ccccc2o1)NN(c1ccccc1)c1ccccc1
12) COc1ccc(C2Oc3ccccc3C3=C2C(c2ccc(C)cc2)n2ncnc2N3)cc1 (stereo not given)
11) COc1ccc(S(=O)(=O)N2CCc3ccccc32)cc1C(=O)OCc1c(C)noc1C
5) O=C(O)c1ccc2c(=O)n(-c3ccc(Oc4ccccc4)cc3)c(=S)[nH]c2c1
3) CCCCCn1c(SCc2cccc([N+](=O)[O-])c2)nc2cc(C(=O)N3CCCC3)ccc2c1=O
4) NC(=O)c1c(NC(=O)CCN2C(=O)c3cccc([N+](=O)[O-])c3C2=O)sc2c1CCCC2

assay / compound	8	7	15	14	10	12	11	5	3	4
GPR151 ag	2.2	1.8	0.7	-0.6	-1.0	-0.6	-0.1	1.3	0.9	1.1
TEAD-YAP block	1.6	-1.9	0.9	-6.1	2.1	-4.7	-7.1	4.6	6.5	0.5
MITF inh	16.1	-4.1	4.9	-6.7	14.8	15.1	11.3	36.5	-9.5	-0.6
FBW7 act	0.2	0.0	-0.3	-0.2	0.0	0.1	0.5	0.0	-0.2	-0.1

# New compounds follow.
17) O=C(Nc1cccc(-c2cnc3ccccc3n2)c1)c1ccc(OCc2ccccc2)cc1
18) CN1CCN(C2CC(=O)N(c3ccc(F)cc3)C2=O)CC1 (stereo not given)
19) CC(=O)Nc1ccc(NC(=O)c2ccc(C)c(Br)c2)cc1
20) CC(C)(C)c1cc(C(=O)N2CCC3(CC2)CC(O)(c2ccc(F)cc2)CO3)n[nH]1 (stereo not given)
21) O=C(N/N=C/c1c2ccccc2cc2ccccc12)C(=O)NC1CC1
22) O=S(=O)(c1ccc(Cl)s1)N1CCN(Cc2ccc3c(c2)OCO3)CC1
23) Cc1cc(C)n2nc(C(=O)N/N=C/c3cccc([N+](=O)[O-])c3)nc2n1
24) O=c1[nH]c(O)c(/C=N/c2ccccn2)c(=O)[nH]1

assay / compound	17	18	19	20	21	22	23	24
GPR151 ag	-7.2	-1.7	3.0	0.1	1.0	-0.1	0.2	-0.4
TEAD-YAP block	-25.8	-9.8	-15.7	0.5	56.9*	9.8	-1.3	4.2
MITF inh	-0.7	10.6	-7.2	20.4	-4.2	-2.9	-2.1	16.0
FBW7 act	-0.3	-0.2	0.0	0.5	1.3	-0.1	0.1	0.2

# Full records, looked up by structure:
# O=c1[nH]c(O)c(/C=N/c2ccccn2)c(=O)[nH]1 as listed: GPR151 ag: -0.4; TEAD-YAP block: 4.2; MITF inh: 16.0; FBW7 act: 0.2
# O=C(Nc1cccc(-c2cnc3ccccc3n2)c1)c1ccc(OCc2ccccc2)cc1 as listed: GPR151 ag: -7.2; TEAD-YAP block: -25.8; MITF inh: -0.7; FBW7 act: -0.3

# Additional structures follow:
25) Cc1cccc(NC(=O)C2C3C=CC4(O3)C2C(=O)N(Cc2ccccc2)C4C(=O)NC2CCCC(C)C2C)c1 (stereo not given)
26) O=C(CN1C(=O)CCSc2ccccc21)Nc1ccc(Br)cc1
27) COc1ccc(S(=O)(=O)N(CCCC(=O)O)Cc2c(Cl)cccc2Cl)cc1
28) O=C(NCc1cn(-c2ccncc2)nn1)C(O)c1ccc(Cl)cc1 (stereo not given)
29) CCSCCOC(=O)C1=C(C)NC2=C(C(=O)CC(c3ccccc3)C2)C1c1cccc(Br)c1 (stereo not given)
30) COc1cccc(OC2=C(Cl)C(=O)N(c3ccc(C)cc3)C2=O)c1
31) O=C(NCC1CC(Cc2ccc(F)cc2)=NO1)c1c(F)cccc1Cl (stereo not given)
32) O=C(OC1CCOC1=O)c1ccc(-c2ccc(C(=O)OC3CCOC3=O)s2)s1 (stereo not given)

assay / compound	25	26	27	28	29	30	31	32
GPR151 ag	-0.4	-0.2	-1.2	-0.1	-0.2	0.2	0.8	-0.6
TEAD-YAP block	-2.0	7.5	0.4	11.2	-4.8	-17.6	6.6	-10.9
MITF inh	-6.5	3.1	-9.5	12.5	0.9	-3.4	-0.5	-7.4
FBW7 act	0.1	-0.2	0.0	0.5	0.0	-0.1	-0.1	0.0

33) CCN(CC)CCCNC(=O)Cc1c(C(=O)O)n(CC)c2ccccc12
34) CCOC(=O)c1ccc(NC(=S)N2CCC(C(N)=O)(N3CCCCC3)CC2)cc1
35) COc1ccc(-c2cc3c(c(=O)[nH]2)c(=O)oc2ccccc23)cc1
36) CC1=C(C(=O)OC(C)C)C(c2cccc3ccccc23)C2=C(CC(C)(C)CC2=O)N1 (stereo not given)
37) NC(=O)Cn1cc(/C=C\[N+](=O)[O-])c2ccccc21
38) COCCNc1c2c(nc3c(-c4cccs4)c(C)nn13)CCC2
39) CC(=O)Nc1ccc(S(=O)(=O)Nc2cccc(NC(C)=O)c2)cc1
40) CSc1ncccc1C(=O)OCC(=O)Nc1ccc([N+](=O)[O-])cc1C#N

assay / compound	33	34	35	36	37	38	39	40
GPR151 ag	-0.4	0.1	-0.4	-0.8	2.6	-0.3	2.0	1.1
TEAD-YAP block	1.3	7.9	-9.5	11.1	6.6	-5.9	-4.3	4.5
MITF inh	-4.8	13.8	-4.7	-2.0	-23.9	0.6	-6.0	-28.2
FBW7 act	-0.1	0.1	-0.1	0.4	-0.2	-0.2	-0.1	0.1

41) C=CCNc1ncnc2c1c(-c1ccccc1)cn2-c1cccc(C)c1
42) O=C(NCc1ccccc1)c1c[nH]c2ccc(S(=O)(=O)N3CCC4(CC3)OCCO4)cc2c1=O
43) c1ccc(Nc2nc(Nc3ccc(N4CCOCC4)cc3)c3ncn(-c4ccccc4)c3n2)cc1
44) O=C(c1ccncc1)N(c1ccccc1)c1ccccc1
45) C=C(C)CN1C(=O)C(O)(CC(=O)c2cccc([N+](=O)[O-])c2)c2ccccc21 (stereo not given)
46) O=C(CCn1c(=S)[nH]c2ccccc2c1=O)NC1CCCC1
47) CC(C)(C)c1ccc(C(=O)Nc2ccc(Cl)c(NC(=O)c3ccccc3)c2)cc1
48) O=C(NC1(c2ccc(F)cc2)CCCC1)c1cccc(N2CCCCS2(=O)=O)c1

assay / compound	41	42	43	44	45	46	47	48
GPR151 ag	-0.9	-0.6	1.2	-1.0	0.6	1.2	0.6	1.9
TEAD-YAP block	-9.6	-11.9	3.8	6.2	5.6	4.2	-28.1	0.6
MITF inh	2.9	18.6	2.1	23.3	15.7	7.7	-3.9	8.6
FBW7 act	-0.1	0.6	-0.1	0.0	-0.1	0.0	-0.1	-0.2

49) CCNC(=O)CSc1nnc(Nc2ccccc2OCC)s1
50) CCCCCn1c(=S)[nH]c2cc(C(=O)N3CCCC3)ccc2c1=O
51) CCOC(=O)C1CCN(Cc2nc3ccc(Cl)cc3n2CCO)CC1
52) NC(=O)CSC1=Nc2ccccc2C2=NC(CC(=O)NCc3cccs3)C(=O)N12 (stereo not given)
53) c1ccc(OCCCCn2nnc(-c3ccncc3)n2)cc1
54) O=C(NC1CCCc2ccccc21)c1ccc([N+](=O)[O-])s1 (stereo not given)
55) CCNc1ccc(N2CCC(C(=O)NCc3ccccc3)CC2)nn1
56) NC(=O)c1ccc(N=Cc2ccc3ccccc3c2)cc1

assay / compound	49	50	51	52	53	54	55	56
GPR151 ag	-1.3	-0.1	0.6	0.8	-0.4	-0.2	0.3	1.0
TEAD-YAP block	-13.1	2.1	-3.1	6.8	3.8	-11.3	6.3	9.9
MITF inh	9.1	3.7	72.2*	0.9	10.3	1.0	9.2	-6.9
FBW7 act	0.0	0.0	-0.2	0.1	-0.3	-0.3	0.1	-0.1

57) CC(C)N1CCc2c(sc(NC(=O)c3cccs3)c2C(N)=O)C1
58) CC1CCCC(C)N1C(=O)Cn1c(SCC(=O)N2CCCC2)nc2ccccc21 (stereo not given)
59) Cc1ccc(SCCOc2ccc(/C=C3/C(=N)N4N=C(c5ccccc5Cl)SC4=NC3=O)cc2)cc1
60) COC(=O)c1ccccc1NC(=O)CCS(=O)(=O)c1ccc(Cl)cc1
61) CC(C)OC(=O)c1cc(N)ccc1Cl
62) O=C(O)c1cccc(NCc2ccc(CNc3cccc(C(=O)O)c3)cc2)c1
63) Cc1cc(C)cc(OCC(=O)Nc2nc(-c3ccccc3)cs2)c1
64) O=c1ccc2cc(S(=O)(=O)NCc3ccccc3Cl)ccc2[nH]1

assay / compound	57	58	59	60	61	62	63	64
GPR151 ag	0.2	-0.4	1.2	-0.2	-1.2	0.0	1.2	-1.5
TEAD-YAP block	1.8	-9.6	-4.0	-5.4	1.0	-5.7	6.8	1.1
MITF inh	4.8	-6.0	-3.8	7.2	14.0	-4.4	-6.0	-1.2
FBW7 act	0.0	0.0	0.0	0.1	0.0	-0.1	0.0	0.2

65) COc1ccccc1C(=O)N/C(=C\c1ccccc1)C(=O)NCCCC(=O)O
66) CCOC(=O)c1c(NC(=O)c2ccccc2Cl)sc(C(=O)OC)c1C
67) Cc1cc(N2CCN(S(=O)(=O)Cc3ccccc3)CC2)n2ncnc2n1
68) COC(=O)c1ccc(Sc2ccc(C)cc2)c(N)c1
69) CC(C)n1cnc2c(NCc3cccc(C(F)(F)F)c3)nc(Nc3ccc(OC(F)(F)F)cc3)nc21
70) N#Cc1c(NC(=O)C2CC(=O)N(c3ccc(Cl)cc3)C2)sc2c1CCCC2 (stereo not given)
71) COc1ccc(O)c(-c2cc(-c3ccc(C)cc3)n[nH]2)c1
72) O=C(COC(=O)c1ccc(Oc2ccc(C(=O)c3ccccc3)cc2)cc1)c1ccccc1

assay / compound	65	66	67	68	69	70	71	72
GPR151 ag	2.1	-0.4	1.8	-0.3	1.8	1.5	-0.1	-0.8
TEAD-YAP block	2.6	7.8	2.9	-24.4	13.9	6.0	-56.8	2.9
MITF inh	-2.2	-2.2	-6.8	1.1	10.1	2.4	7.8	6.4
FBW7 act	0.0	0.4	-0.1	0.0	0.1	0.0	-0.3	0.1

73) Cn1cnnc1SCC(=O)c1ccc([N+](=O)[O-])cc1
74) Cn1c(=O)c([N+](=O)[O-])c(N2CCN(c3ccccc3F)CC2)c2ccccc21
75) COc1cccc(CN(CCN2CCCCC2)C(=O)Nc2ccc(-c3cn[nH]c3)cc2)c1
76) Cc1cc(Nc2ccccc2)nc(Nc2ccc(-n3ccnc3)cc2)n1
77) Cc1[nH]c2ccccc2c1-c1csc(NS(=O)(=O)c2cccc([N+](=O)[O-])c2)n1
78) O=C(c1ccc2c(c1)OCCO2)C1CCN(C(=O)c2ccc(F)c(F)c2)CC1

assay / compound	73	74	75	76	77	78
GPR151 ag	-0.2	1.1	0.5	4.5	-0.4	0.1
TEAD-YAP block	4.8	21.9	-1.6	-0.8	4.2	0.4
MITF inh	7.5	3.1	10.9	-2.2	3.6	4.6
FBW7 act	0.5	-0.5	-0.3	-0.1	0.0	0.0
